BaF3 parental – parental Ba/F3 viability inhibition as JAK2V617F counter-screen | inhibition, % at 5.6 µM | 220,000 compounds, 1.1% hits | AID 1486 | CellTiter-Glo ATP luminescence;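 active means inhibition above a per-campaign cutoff, the mean inhibition of all tested compounds plus 3 SD, cut at about 27% in these data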;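 further: 0% = DMSO wells and 100% = JAK Inhibitor I control wells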
m-calpain inh – inhibitors of pig calpain II. purified calpain II, fluorogenic peptide substrate, 30 min. inhibition, % at 16 µM. 220,000 compounds, 0.37% hits. AID 1236;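 active means inhibition above about 50%, limit read from the data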
Ba/F3 V617F tox – lowers viability of Ba/F3 cells expressing EpoR and JAK2V617F. ATP luminescence. inhibition, % at 5.6 µM. 220,000 compounds, 1.1% hits. AID 1446;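 active means inhibition above the campaign mean plus 3 SD over all tested compounds, cut at about 24% in these data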;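 further: cytokine-independent growth of Ba/F3 cells driven by EpoR plus mutant JAK2; 0% = DMSO-treated cells and 100% = JAK inhibitor I control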
PERK inhibitor – human PERK inhibition, primary cell-based screen. Q9NZJ5. CHO PERK-DD fusion, SEAP luminescence translation reporter. inhibition, % at 5.6 µM. 220,000 compounds, 0.17% hits. AID 1416;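 active means inhibition above the mean inhibition of all tested compounds plus 3 SD, set separately per screening campaign, cut at about 2.9% in these data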;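 further: PERK kinase domain activated by AP20187 dimerizer at 100 nM; 0% = DMSO with dimerizer and 100% = rapamycin at 8.4 µM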
TRPN1 ag – activates the zebrafish TRPN1 channel; activation, % at 3 µM; HEK293 zebrafish TRPN1-YFP, Fluo-8 calcium fluorescence; 100% = response to 87 µM carbachol; 220,000 compounds, 0.18% hits; AID 1424;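 active means activation above its plate's cutoff, the mean activation of test wells on that plate plus 3 SD, cut at about 19% in these data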;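 further: 0% = DMSO alone and 100% = 87 µM carbachol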
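System: zebrafish TRPN1-YFP in HEK293 cells / Dosing: 3 µM single point / Timing: dye loading 1 h at 37 °C, then 30 min room temperature / Signal: Fluo-8 calcium fluorescence, excitation 470-495 nm, emission 515-575 nm / Read-out basis: percent activation from peak over basal fluorescence ratio, control-normalized / Control set: high carbachol 87 µM, low DMSO alone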
TRPML3 agonist – human mucolipin-3 channel agonism; 220,000 compounds, 0.29% hits; activation, % at 3 µM; AID 1448; HEK293 TRPML3-YFP, Fluo-8 calcium fluorescence; 100% = the carbachol control signal;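 active means activation above its plate's cutoff, the mean activation of the plate's test wells plus 3 SD, cut at about 12% in these data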;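 further: 0% = DMSO only wells and 100% = carbachol wells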
Target sequence (Q8TDD5 whole entry, looked up): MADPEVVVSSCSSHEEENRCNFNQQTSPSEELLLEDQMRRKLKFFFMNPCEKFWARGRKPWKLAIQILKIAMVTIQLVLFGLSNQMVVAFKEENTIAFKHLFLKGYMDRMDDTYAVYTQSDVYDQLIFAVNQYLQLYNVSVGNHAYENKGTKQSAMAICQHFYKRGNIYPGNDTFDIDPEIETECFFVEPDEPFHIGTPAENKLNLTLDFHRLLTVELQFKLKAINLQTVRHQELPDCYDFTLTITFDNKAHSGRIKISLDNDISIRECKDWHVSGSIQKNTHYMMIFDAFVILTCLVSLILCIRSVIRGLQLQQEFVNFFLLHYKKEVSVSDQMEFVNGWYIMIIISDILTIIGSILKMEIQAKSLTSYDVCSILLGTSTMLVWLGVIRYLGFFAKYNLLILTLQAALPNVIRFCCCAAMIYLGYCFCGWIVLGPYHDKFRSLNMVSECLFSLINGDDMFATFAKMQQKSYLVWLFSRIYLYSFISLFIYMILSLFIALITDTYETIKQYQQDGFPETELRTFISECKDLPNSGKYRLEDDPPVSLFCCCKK
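Test system: HEK293 cells stably carrying human TRPML3-YFP; Doses: single dose, 3 µM final nominal compound, 0.3% DMSO final; Schedule: dye loading 1 h 37 °C then 30 min ambient, 125 s read; Technique: Fluo-8 calcium fluorescence; Benchmarks: high control carbachol 87 µM, low control DMSO.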
S1P4 antag – antagonists of human S1P4 receptor; S1P4-expressing cells, antagonist mode, reporter read-out; inhibition, % at 4.98 µM; 220,000 compounds, 0.26% hits; in the data active means inhibition above about 29%;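 further: 0% = wells stimulated with agonist and 100% = vehicle wells without agonist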
Target sequence (O95977 whole entry, looked up): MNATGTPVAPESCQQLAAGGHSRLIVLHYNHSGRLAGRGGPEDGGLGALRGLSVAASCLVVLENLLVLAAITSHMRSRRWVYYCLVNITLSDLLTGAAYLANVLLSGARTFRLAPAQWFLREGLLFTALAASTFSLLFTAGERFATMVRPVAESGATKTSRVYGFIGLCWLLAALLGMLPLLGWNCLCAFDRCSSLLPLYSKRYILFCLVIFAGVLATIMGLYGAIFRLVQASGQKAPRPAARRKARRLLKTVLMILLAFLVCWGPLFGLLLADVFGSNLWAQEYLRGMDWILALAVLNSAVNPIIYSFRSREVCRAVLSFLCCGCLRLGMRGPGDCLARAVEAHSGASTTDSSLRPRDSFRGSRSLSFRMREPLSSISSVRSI
EP2 mod – modulates human prostaglandin E2 receptor EP2 signaling | EP2-expressing cells, cAMP HTRF FRET, PGE2 co-stimulation | induction, % at 25 µM | P43116 | 260,000 compounds, 0.83% hits;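 active means compounds whose cAMP rise, as percent of the full-agonist control response, exceeds 60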;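 further: rat C6 glioma line stably carrying human EP2 under a CMV promoter; the protocol text gives 20 µM as final concentration; 100% = response of wells given 1 µM PGE2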
S1P4 ag – agonists of human S1P4 receptor; activation, % at 4.98 µM; AID 1509; S1P4-expressing cell line, agonist reporter assay; 220,000 compounds, 0.35% hits; O95977; in the data active means activation above about 11%;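 further: 0% = DMSO vehicle and 100% = reference agonist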
* = called active by the depositor; i = inactive; x = no result given; & = joins results of further samples.

structure	BaF3 parental	m-calpain inh	Ba/F3 V617F tox	PERK inhibitor	TRPN1 ag	TRPML3 agonist	S1P4 antag	EP2 mod	S1P4 ag
Cc1ccc(-n2c(SCC(=O)Nc3cccc(S(N)(=O)=O)c3)nc3ccccc32)cc1	5	41	3	0.3	-1.9	-0.2	-1	17	0.3
Cc1ccc(O)c(NC(=S)NC(=O)CC(C)C)c1	8	3	-2	0.9	-0.7	0.2	-13	-2	-0.9
Cn1c(N/N=C/c2ccccc2)nc2sc3c(c2c1=O)CCC3	-1	-36	-1	-0.8	-0.3	-0.6	-33	40	0.8
C/C(Cc1nnn(-c2cc(C)on2)n1)=N\O	1	-13	-1	0.9	1.1	0.6	-6	1	0.3
O=C(CSc1ccccn1)N/N=C/c1ccccc1[N+](=O)[O-]	8	4	1	0.2	0.1	0.3	-18	0	0.5
Cc1ccc(S(=O)(=O)Nc2nc(C)c(C(=O)NN)s2)cc1	4	4	1	2.1	1.7	0.2	5	-13	-0.6
CCN1CCCc2cc(CN(CCN3CCOCC3)C(=S)Nc3ccc(OC)c(Cl)c3)ccc21	8	-4	2	-0.2	0.5	0.6	-8	13	-1.8
Cc1cc(C(=O)CCl)c(C)n1-c1cccc(S(=O)(=O)N2CCOCC2)c1	7	-32	0	0.0	1.9	1.2	-11	-34	0.2
CCCC(=O)Nc1ccc(C(=O)NCc2ccccn2)cc1	5	9	2	0.5	1.2	0.8	-4	-8	-2.1
CN(C)S(=O)(=O)c1cc(NC(=O)COC(=O)Cc2ccc(Cl)cc2Cl)ccc1Cl	6	36	3	0.0	-1.8	-1.4	5	-31	3.5
O=C(CCC(=O)c1ccccc1)NCCOc1ccccc1	1	12	-3	-0.2	-0.8	-0.1	-3	-35	-2.1
CC(=O)Nc1ccc(SCC(=O)c2cc(C)n(C)c2C)cc1	2	-17	-3	-0.8	-0.4	0.1	9	8	-2.8
COc1ccc(NC(=O)COC(=O)c2ccc(NS(=O)(=O)/C=C/c3ccccc3)cc2)cc1	4	-3	-1	0.9	0.7	0.6	-19	10	1.4
O=C(NCCN1CCOCC1)c1cc(=O)[nH]c2ccc(Br)cc12	0	x	-1	0.0	0.4	0.9	-10	x	2.0
CCOc1ccccc1NC(=O)N1CCC(NC(=O)c2cccc(C)c2)CC1	5	-20	1	-1.1	1.9	-0.6	-15	-22	-4.2
COC(=O)Nc1nnc(SCc2ccc(C)cc2)s1	6	20	0	2.1	1.0	0.2	-7	-9	0.3
CC(=O)Nc1ccc(S(=O)(=O)NC(=O)C23CC4CC(CC(C4)C2)C3)cc1	0	31	-1	-1.0	0.5	0.1	3	2	2.8
COc1ccc(Cc2nc(C(=O)Nc3ccc(F)cc3)cs2)cc1	4	11	1	1.0	3.0	1.3	-2	-33	0.6
Cc1ccc(Cl)cc1N1CCN(Cc2nnnn2C2CCCCC2)CC1	1	-32	-2	0.4	-0.6	-0.1	-14	25	0.4
Cn1c(SCc2nnc(-c3ccccc3)o2)nc2ccccc21	-1	-27	-4	-0.1	-3.9	-0.6	-1	-28	2.6
O=[N+]([O-])c1ccc(N2CCN(C(=S)c3cccc([N+](=O)[O-])c3)CC2)cc1	0	-27	-3	-1.9	0.8	3.7	7	5	-1.0
CCC(=O)Nc1nc2nc(-c3ccccc3)cc(-c3ccccc3)n2n1	2	-105	-2	-0.6	1.1	0.3	-8	9	2.8
COc1ccc(/C=C2/C(=O)N(c3nc4ccccc4s3)N=C2CSc2ccc(Cl)cc2)cc1	4	-51	0	-0.1	1.7	1.1	-6	-4	0.1
Cc1ccc(CNc2nc(N)c([N+](=O)[O-])c(Nc3cccc(F)c3)n2)cc1	3	10	-2	0.5	-0.5	0.7	-5	7	0.9
Cc1nn(-c2nc3ccccc3[nH]2)c(=O)c2ccccc12	87*	-109	83*	-0.2	0.0	0.0	13	-35	0.3
Cc1ccc(C(C)(C)C)cc1S(=O)(=O)Nc1cccc(S(=O)(=O)NC2=NCCC2)c1	2	-6	1	0.4	-0.1	-0.2	12	13	0.7
CCNC(=S)N(CCc1cccc(C)c1)Cc1cc2cc(OC)c(OC)cc2[nH]c1=O	3	-106	2	-0.6	-0.2	-0.2	-2	4	51*
Cc1ccc2cc(CN(Cc3ccco3)C(=O)c3cccs3)c(=O)[nH]c2c1	16	-22	13	-0.7	-0.3	-0.2	8	-3	-1.0
COC(=O)c1ccccc1NC(=O)Cn1cnc2c(cnn2-c2ccccc2)c1=O	2	-63	-2	1.1	0.3	0.9	-18	-4	1.4
CC(C)(C)c1nc(SCC(=O)NCc2cccs2)c2ccccc2n1	4	2	0	-0.6	-2.6	-0.4	-6	51	-0.9
CN(C)CCCNC(=S)NCc1ccc(Cl)cc1	5	15	1	0.5	0.5	-0.3	-17	5	3.8
c1csc(Cn2nnnc2CN2CCN(c3nc4ccccc4s3)CC2)c1	5	25	-3	-0.6	8.5	2.8	-11	-21	-0.8
O=C(O)CCn1[nH]c(=O)ccc1=O	1	2	4	1.2	-0.4	0.4	5	26&-20	-1.3
Cn1c(=O)oc2cc(S(=O)(=O)N3CCCC(C(=O)NCc4ccc5c(c4)OCO5)C3)ccc21 (configuration not stated)	7	-32	2	0.0	1.4	0.8	-19	6	-1.8
COc1ccc(-c2nc3c(n2O)CCCC3=O)cc1OC	1	-242	-3	0.4	0.3	-0.1	-27	15	-0.8
NS(=O)(=O)c1ccc(Nc2ccccc2)c([N+](=O)[O-])c1	3	-4	-1	1.4	-0.3	0.1	2	-27	1.8
Cc1ccc2cccnc2c1N	1	-27	1	1.3	1.1	0.6	-5	27	0.1
CC1=CCC(C(=O)N/N=C/c2cccs2)C(c2ccc(F)cc2)C1 (configuration not stated)	-1	18	0	-0.4	-0.7	-1.2	11	18	-0.4
Cc1nc2c(ncn2-c2ccccc2)c(=O)n1NC(=O)CN1CCN(C)CC1	-4	-3	7	-1.5	1.9	0.4	1	-7	-0.7
CC(C)(C)n1ncc2c(=O)n(CC(=O)N3CCCCCC3)cnc21	2	10	-3	0.3	2.0	0.7	7	10	-1.8
CC(c1ccccc1)N1CCC(CNC(=S)Nc2cccc(Cl)c2)C1 (configuration not stated)	4	-14	0	0.8	1.7	3.0	6	-22	-0.9
Cc1ccc(NC(=O)CN2C(=O)COc3ccc(C)cc32)nc1	6	11	-2	-0.8	3.6	0.5	-16	6	0.7
COc1cc2ccccc2cc1C(=O)Nc1ccc(Cc2ccncc2)cc1	8	-25	-2	-1.7	-0.3	0.5	-8	-47	-0.3
Cc1cc(=O)[nH]c(-n2[nH]c3c(c2=O)CCCC3)n1	4	-2	-1	1.1	1.8	1.3	-7	21	1.4
O=[N+]([O-])c1ccc(O)c(C=Nc2ccc3c(c2)OCO3)c1	-1	-3	-1	1.2	2.1	1.5	-8	-13	0.1
CC(=O)OC(C(=O)NCc1ccc(F)cc1)c1ccccn1 (configuration not stated)	2	-17	0	1.7	-0.6	0.2	1	15	-1.6
COc1ccc(/C=N/NC(=O)Cc2csc(Nc3cccc(C(F)(F)F)c3)n2)c(OC)c1	1	-155	0	-0.2	-0.6	0.4	-13	-34	1.5
CCC(c1nnnn1CS(=O)(=O)c1ccc(C)cc1)N1CCN(c2nc3ccccc3s2)CC1 (configuration not stated)	1	-76	0	-0.9	-0.5	0.0	8	-51	-3.5
C/C(=N\N1CCN(c2ccc(Cl)cc2)CC1)c1cccc([N+](=O)[O-])c1	4	-2	-1	1.0	-1.9	1.1	-12	3	1.0
COc1ccc(C2C(C#N)=C(N)OC3=C2C(=O)CCC3)cc1OC (configuration not stated)	9	20	1	-0.7	-0.5	0.4	0	19	-1.2
Cn1c(=O)cc(OCC(=O)NCc2ccccn2)c2ccccc21	3	7	2	0.1	1.3	0.7	-8	-4	-0.5
O=C(O)c1ccc2c(c1)C(=O)/C(=C/c1ccccc1)C2=O	5	-18	1	0.9	1.0	0.7	-1	26	0.5
Cc1cc(C(=O)NNc2c(Cl)cccc2Cl)no1	-7	-9	0	0.9	1.6	0.5	19	3	0.9
O=c1cc(C(F)(F)F)[nH]c2ccc(C(F)(F)F)cc12	1	-5	-3	1.0	7.8	2.4	16	20	-0.4
O=c1[nH]c(NCCCO)nc2c1C1(CCCC1)Cc1ccccc1-2	2	i	-4	0.7	-0.1	0.8	-19	39	0.6
CC1=CC(C)(C)N(C(=O)C(C)N2C(=O)c3ccccc3C2=O)c2ccc(C)cc21 (configuration not stated)	6	19	3	-1.1	-1.3	-0.1	3	29	-1.1
CCCCCC(=O)Nc1c(-c2cccs2)c(=O)c2ccccc2n1C	6	-58	0	-0.4	-1.1	0.8	-13	5	1.3
CNCC(=O)N1CCN(c2ncc(C(F)(F)F)cc2Cl)CC1	6	-11	1	-0.4	0.6	2.2	-15	11	-0.4
COc1cccc(-c2ncc3ccccn23)c1	1	-219	3	-0.6	0.3	0.1	-4	-4	2.4
CC(=O)OCC(=O)C1=CCC2C3CCC4=CC(=O)C=CC4(C)C3(F)C(OC(C)=O)CC12C (configuration not stated)	5	25	5	0.3	0.9	0.5	-13	-23	-1.0

High-throughput results (PubChem)

The order is random, and some 3.6% of all compounds hit somewhere here.
